# ERAP1 HTS inh: human ERAP1 aminopeptidase inhibitors, primary screen, biochemical, single point, plate reader; recombinant ERAP1, Leu-AMC fluorescence, 60 min; actives 0.15% (n = 340,000); Endoplasmic reticulum aminopeptidase 1 (Homo sapiens), Q9NZ08; inhibition, % at 10.7 µM;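 active = mean replicate inhibition of at least 30%, or all replicates individually reaching that 30% level; inactive = mean below 30% and not every replicate reaching it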;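 note: 0% = neutral control wells and 100% = L-leucinethiol positive control wells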
# PglD inh: C. jejuni PglD acetyltransferase inhibitors, primary screen, biochemical, DTNB colorimetric, single point; purified PglD enzyme, DTNB colorimetric CoA detection; actives 0.098% (n = 360,000); AID 602405, 2012; inhibition, % at 12.5 µM; in the data active = inhibition above about 16%, passing the limit was not always enough; note: strong numbers were not always called active
# RAD54 branch: inhibitors of human RAD54 branch migration, primary screen, biochemical, fluorescence, single point; DNA repair and recombination protein RAD54-like (Homo sapiens), Q92698; inhibition, % at 10.4 µM; RAD54 Holliday junction branch migration, FAM/BHQ fluorescence; actives 0.14% (n = 360,000);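 active = mean normalized replicate activity at least 40 and at least half of replicates scoring 40 or more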;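 note: 0% = median of neutral control wells and 100% = median of positive control wells; inhibitors cause a drop in the FAM fluorescence signal; in these data hits start at about 50%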
# PGC1a acetyl inh: inhibitors of PGC1a acetylation signal, primary screen, cell-based, U2OS, AlphaScreen, inhibitor mode. AlphaScreen anti-acetyl-lysine; with virally co-expressed GCN5 acetyltransferase. inhibition, % at 15.6 µM. actives 0.17% (n = 350,000);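 active = every replicate shows inhibition of at least 40%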;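 note: 0% = neutral control wells and 100% = positive control wells; some results beyond the cut were filed as inactive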
# E-selectin induc: E-selectin induction in HUVECs, primary screen, imaging, HUVEC, immunofluorescence imaging, single point; P16581; normalized: neutral wells 0, TNF-alpha wells 100; activation, % at 7.58 µM; actives 0.37% (n = 260,000); AID 686992, 2013;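 active = mean E-selectin-positive cell signal at least 10% of the positive control, reached in at least 60% of replicates, without over 20% cell loss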;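 note: in these data hits start at about 27%; measured in HUVEC primary endothelial cells; signal is the percent of cells scored E-selectin positive by PE staining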
# Target sequence (P16581 whole entry, looked up): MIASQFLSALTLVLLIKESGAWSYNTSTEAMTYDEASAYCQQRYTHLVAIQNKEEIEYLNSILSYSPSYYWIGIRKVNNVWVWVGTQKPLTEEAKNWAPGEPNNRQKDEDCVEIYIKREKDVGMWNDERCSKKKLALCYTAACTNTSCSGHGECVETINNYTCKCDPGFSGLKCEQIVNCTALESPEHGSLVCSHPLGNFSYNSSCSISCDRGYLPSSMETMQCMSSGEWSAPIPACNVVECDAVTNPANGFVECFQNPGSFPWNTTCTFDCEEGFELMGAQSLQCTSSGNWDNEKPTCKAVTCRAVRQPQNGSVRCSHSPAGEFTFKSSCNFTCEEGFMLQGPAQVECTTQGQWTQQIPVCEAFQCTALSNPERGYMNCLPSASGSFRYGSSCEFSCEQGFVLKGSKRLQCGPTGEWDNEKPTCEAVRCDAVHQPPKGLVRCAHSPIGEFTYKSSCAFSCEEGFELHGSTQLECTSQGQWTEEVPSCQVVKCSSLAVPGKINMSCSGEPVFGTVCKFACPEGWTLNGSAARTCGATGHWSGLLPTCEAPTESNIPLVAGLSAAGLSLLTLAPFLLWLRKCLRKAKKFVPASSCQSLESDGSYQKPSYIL
#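 Material: HUVEC primary endothelial cells; Amount: 3,000 cells per well; Dosing: single concentration; Medium: EGM-2 growth medium on 0.1% gelatin-coated wells; Read-out basis: percent E-selectin-positive cells; Signal: immunofluorescence imaging; Control set: TNF-alpha, DMSO.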
# miR122 inh: miR-122 Renilla sensor signal increase in Huh7, primary screen, miR-122 inhibitor project, cell-based, single point, plate reader. actives 0.3% (n = 340,000). Huh7 miR-122 Renilla luciferase sensor, 48 h; neutral wells = 0, positive control = 100. activation (reporter increase), % at 12.5 µM;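 active = mean replicate activation score at least 90 and every replicate individually at or above 90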;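 note: higher luciferase means less miR-122 activity so hits act as miR-122 inhibitors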
# Cneo AK release: Cryptococcus neoformans cell lysis inducers, primary screen, AK release luminescence, single concentration; actives 0.2% (n = 360,000); C. neoformans lysis, adenylate kinase release luminescence, 4 h; normalised: neutral wells 0, clomiphene wells 100; lysis activity, % at 15 µM;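 active = mean lysis activity across replicates of at least 80%, whatever share of replicates individually reach that level; inactive = mean lysis activity below 80%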
#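 Material: C. neoformans cells | Amount: Yeast cell density of 5 × 10^6 cells/mL | Medium: Fresh YPD growth medium | Dosing: Single dose | Times: Static 4 h at 37 °C with compound, 1 h detection | Detection: AK luminescence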
# RAD52 inh: RAD52 DNA annealing inhibitors, primary screen, biochemical, FRET, single point, set 2. DNA repair protein RAD52 homolog (Homo sapiens), P43351. recombinant RAD52 DNA annealing, FRET fluorescence. AID 651710, 2012. actives 0.46% (n = 360,000). inhibition, % at 18.7 µM;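 active = every replicate showing at least 50% inhibition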
# Target sequence (P43351 whole entry, looked up): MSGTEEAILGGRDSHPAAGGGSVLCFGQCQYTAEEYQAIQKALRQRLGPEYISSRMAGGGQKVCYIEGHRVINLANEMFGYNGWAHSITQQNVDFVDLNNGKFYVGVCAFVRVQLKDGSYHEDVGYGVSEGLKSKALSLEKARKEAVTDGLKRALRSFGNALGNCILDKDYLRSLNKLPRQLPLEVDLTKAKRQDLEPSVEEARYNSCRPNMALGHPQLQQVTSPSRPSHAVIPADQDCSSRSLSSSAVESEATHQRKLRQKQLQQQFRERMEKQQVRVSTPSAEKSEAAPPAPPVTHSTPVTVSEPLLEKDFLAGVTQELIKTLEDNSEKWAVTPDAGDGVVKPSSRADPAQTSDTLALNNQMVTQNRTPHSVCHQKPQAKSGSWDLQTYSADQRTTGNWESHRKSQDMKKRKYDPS
# Starred values were filed as active, the others as inactive; · = no result given; [ ] = remark or other dose.
No.	SMILES	ERAP1 HTS inh	PglD inh	RAD54 branch	PGC1a acetyl inh	E-selectin induc	miR122 inh	Cneo AK release	RAD52 inh
1	COc1cccc(-c2ccc3nccn3c2)c1	4	-1	-5	1	·	2	4	-8
2	CCOC(=O)N1CCN(C(=O)c2ccc(NC(=O)CC)cc2)CC1	·	6	-1	·	·	-2	4	·
3	Cc1ccc(NS(=O)(=O)c2cccc3nsnc23)cc1C	3	-2	4	-11	0.4	114*	0	-11
4	O=C(Nc1ccccc1C(=O)NCC1CCCO1)c1ccco1 (configuration not stated)	·	-3	7	-1	·	-4	-1	·
5	CN(C)C(=O)C[C@H]1C=C[C@@H](NS(=O)(=O)c2ccccc2)[C@@H](CO)O1	0	-1	-1	-15	-0.3	-19[16.7 µM]	-2	-9
6	O=S1(=O)CC(N2CCN(CC3CC3)CC2)CN1Cc1ccc(F)cc1 (configuration not stated)	·	6	4	-6	·	0	-1	-21
7	O=C(Nc1nc(-c2ccccc2Cl)cs1)c1cccnc1	·	4	8	-73	·	-2	-2	·
8	O=C1NCCCC1C(=O)Nc1cccc(C(F)(F)F)c1 (configuration not stated)	·	5	-1	-9	·	4	-2	·
9	CC(C(=O)N1CCOCC1)N1C(=O)C2C3C=CC(C4CC34)C2C1=O (configuration not stated)	0	0	6	-1	·	2	1	-7
10	Cc1ccc(CN2C(=O)c3ccccc3Sc3ccc(C(=O)NCCN4CCOCC4)cc32)cc1	1	-4	-2	-4	·	2	0	-10

# The closing 2 entries of the part above are carried over, then new ones follow.
No.	SMILES	ERAP1 HTS inh	PglD inh	RAD54 branch	PGC1a acetyl inh	E-selectin induc	miR122 inh	Cneo AK release	RAD52 inh
9	CC(C(=O)N1CCOCC1)N1C(=O)C2C3C=CC(C4CC34)C2C1=O (configuration not stated)	0	0	6	-1	·	2	1	-7
10	Cc1ccc(CN2C(=O)c3ccccc3Sc3ccc(C(=O)NCCN4CCOCC4)cc32)cc1	1	-4	-2	-4	·	2	0	-10
11	CN(CC(=O)Nc1ccccc1Cl)C(=O)COC(=O)c1cccs1	5	0	5	-4	·	-8	-2	0
12	CCN(CC)S(=O)(=O)c1cc(C(=O)Nc2nncs2)c(Cl)cc1Cl	·	-6	-2	6	·	·	-7	·
13	C[C@H]1CN([C@@H](C)CO)S(=O)(=O)c2ccc(-c3cccc(C(=O)N(C)C)c3)cc2O[C@@H]1CN(C)C	-3	2	2	0	-0.1	8[16.7 µM]	5	4
14	Cn1cc(S(=O)(=O)N2CCc3ccccc3C2)c(=O)n(C)c1=O	3	2	-5	8	0.0	-4	3	-13
15	CC(C)(C)OC(=O)N[C@H](C(=O)OC(C)(C)C)c1ccccc1	-3	1	-12	·	-0.9	0	2	-12
16	Cc1cc(C)c(S(=O)(=O)NCCc2ccncc2)c(C)c1	0	-3	3	-5	-0.5	0	-1	-16
17	CC(=O)Nc1ccc(S(=O)(=O)N(C)CC(=O)OCC(=O)Nc2cc(C)on2)cc1	-1	2	-5	11	-0.8	-6	-1	2
18	COC(=O)C[C@@H]1CC[C@@H]2[C@H](COC[C@H](O)CN2C(=O)Nc2ccccc2OC)O1	1	0	0	6	-0.1	1[16.7 µM]	3	-8
19	CC(=O)N1CCc2cc(S(=O)(=O)NC(C(=O)Nc3nc(C)cs3)C(C)C)ccc21 (configuration not stated)	·	0	3	19	·	-1	-1	·
20	CC1CCc2c(sc(NC(=O)/C=C/c3cccs3)c2C(=O)O)C1 (configuration not stated)	-1	-10	-3	·	·	2	0	-9
21	Cc1noc(C)c1NC(=O)Nc1ccc2c(c1)C(=O)N([C@@H](C)CO)C[C@H](C)[C@@H](CN(C)S(C)(=O)=O)OCCCC[C@H](C)O2	-2	0	13	11	0.0	2[16.7 µM]	66	-5
22	CCCN1C[C@H](C)[C@H](OC)CN(C)C(=O)c2ccc(NC(=O)C3CCC3)cc2OC[C@H]1C	3	-3	4	0	0.2	-12[16.7 µM]	-2	-2
23	O=C(CN1C(=O)c2ccc([N+](=O)[O-])cc2C1=O)NC1CCS(=O)(=O)C1 (configuration not stated)	-3	2	-1	10	0.1	3	0	-4
24	O=[N+]([O-])c1cc(CN(CCO)CCO)ccc1O	·	2	0	13	-0.2	-5	2	-3
25	O=C(O)c1cc(S(=O)(=O)Nc2ccc3cn[nH]c3c2)ccc1Br	-1	-1	8	9	0.2	1	1	-9
26	Cc1ccc(Cn2c(=O)c3ccccc3n3c(CCC(=O)O)nnc23)cc1	3	4	5	4	0.0	-2	-1	-17
27	COc1ccc(NC(=O)CCN2C(=O)/C(=C/c3ccc4c(c3)OCO4)SC2=S)cc1	·	6	-1	-4	-0.6	4	0	-97
28	O=C(O)CCCc1nc2ccccc2s1	·	7	-3	-5	·	5	0	·
29	CCCNC(=O)C(Cc1cccc(C#N)c1)NC(=O)c1ccc(C#N)cc1 (configuration not stated)	·	-2	0	·	0.1	·	11	-7
30	CC1=C(C(=O)OCC2CCCO2)C(c2coc3ccc(C)cc3c2=O)C2=C(CCCC2=O)N1 (configuration not stated)	-1	5	12	6	·	7	-1	-5
31	CCOc1ccc(-c2ncncc2-c2ccc(OC)c(OC)c2)c(O)c1	2	-5	12	11	-0.2	0	-3	-19
32	CC(C)(C)c1ccc(S(=O)(=O)N2CCN(c3ccccn3)CC2)cc1	0	-4	1	3	·	-4	7	-18
33	COc1ccc(CNC(=O)CN(C(=O)c2ccc(CN3CCOCC3)o2)C2CCCC2)cc1	·	3	-13	-1	·	-1	8	·
34	CC1(C(=O)NS(=O)(=O)c2ccccc2)CCN1C(=O)Cc1cc(F)ccc1F (configuration not stated)	-2	2	2	·	-0.2	·	-2	1
35	Cc1ccc(S(=O)(=O)N(C)C[C@@H]2OCCCC[C@@H](C)Oc3ccc(NC(=O)Nc4c(C)noc4C)cc3C(=O)N([C@H](C)CO)C[C@H]2C)cc1	4	-3	-6	19	·	-6[16.7 µM]	4	-6
36	COC(=O)NNC(=O)C1CCC(C(=O)NNC(=O)OC)CC1 (configuration not stated)	·	-2	15	4	0.3	-2	0	·
37	COc1ccc(CC(=O)OCC(=O)c2c[nH]c3ccccc23)cc1	-2	4	5	7	0.1	·	-1	-12
38	Cc1[nH]c(=O)[nH]c(=O)c1/C=N/NC(=O)[C@@H](N)CC(C)C	·	·	·	4	-0.5	-5	·	-9
39	CO[C@@H](CN(C)S(=O)(=O)c1cccc(Cl)c1)[C@@H](C)CN([C@@H](C)CO)S(=O)(=O)c1ccc(Cl)cc1	-5	-3	-2	-32	0.2	·	-9	-7
40	CCOc1ccc(OCC)c(NC(=O)C2CCN(S(=O)(=O)c3c(C)[nH]c(=O)[nH]c3=O)CC2)c1	-4	·	·	-3	-0.9	·	·	-7
41	Cc1ccccc1N1CCN(S(=O)(=O)c2ccc3ccccc3c2)CC1	0	-1	2	·	-3.8	·	-10	-2
42	O=C(Nc1cccc2ccccc12)c1ccc(Br)o1	·	0	-2	6	·	0	-1	·
43	CC(C)C1CCN(C(=O)C2CCC(=O)N(CCc3ccc(Cl)cc3)C2)CC1 (configuration not stated)	2	3	-10	·	0.3	0	-1	-12
44	CC(C)COc1nc2ccccc2nc1N1CCN(C)CC1	1	0	9	·	·	·	0	-5
45	CC1(C)NC(=O)N(CC(=O)N2CCN(S(=O)(=O)c3cc(Cl)ccc3Cl)CC2)C1=O	1	1	6	4	-0.1	-5	0	-18
46	COc1ccc(-c2c(C)nc3c(-c4ccc(F)cc4)cnn3c2N)cc1	10	0	-5	·	-1.4	-2	-4	0
47	COc1ccc([C@@H]2[C@@H]3C(=O)N(C(C)(C)C)C(=O)[C@@H]3[C@]3(Cc4ccc(Cl)cc4)C(=O)N(c4cccc(Br)c4)C(=O)N23)cc1	-2	-1	-8	6	0.1	-3	0	-7
48	COc1ccc(NC(=O)COC(=O)c2ccc(S(=O)(=O)N3CCCCCC3)cc2)c(OC)c1	-3	-2	-1	-2	·	-4	8	1
49	C[C@@H]1CN([C@H](C)CO)C(=O)c2cc(NC(=O)CCN3CCOCC3)ccc2O[C@H]1CN(C)Cc1ccc(C(F)(F)F)cc1	-2	0	11	5	14	1[16.7 µM]	-7	-24
50	Cc1cccc(Nc2sc(C(=O)c3cc4cc(Cl)ccc4o3)c(N)c2C#N)c1	1	-9	-12	-4	0.0	3	0	-98
51	CC(=O)Nc1ccc(NS(=O)(=O)c2cc(Cl)sc2Cl)cc1	-2	-4	-6	4	0.9	10	-5	-3
52	Cc1ccc(CN2CCN(CC(=O)NCc3ccccc3)CC2)cc1	1	1	0	-18	-0.5	-4	1	-9
53	O=C(O)CC(c1ccccc1)n1cnnn1 (configuration not stated)	·	2	-2	12	·	3	-2	·
54	CC1(C)Oc2c(ccc(O)c2CN2CCOCC2)C2=C1CCCC2	4	·	·	-13	0.1	8	·	-1
55	Cc1cc(C)c2nc(N3CCC(C(=O)NCC4CCCO4)CC3)sc2c1 (configuration not stated)	2	-2	-9	-11	-0.3	-10	0	-15
56	CCCn1cnc2c(sc3nc4c(cc32)CSC(C)(C)C4)c1=O	·	5	6	-9	·	0	-2	·
57	CC(=O)CCC(=O)CNC(=O)CC[C@H]1O[C@@H](n2ccc(=O)[nH]c2=O)[C@H](O)[C@@H]1O	·	-2	0	8	3.7	-3	1	-7
58	CCc1ccccc1NC(=O)CSc1nnc([C@H](CCSC)NC(=O)OC(C)(C)C)o1	·	-6	1	-3	·	-4	2	·
59	c1ccc(-c2[nH]ncc2CN2CCc3ccccc3C2)cc1	3	·	·	-1	0.2	-1	·	-5
60	O=C1CN(C(=O)N[C@@H](Cc2ccccc2)C(=O)N[C@H](C(=O)O)c2ccccc2)c2ccccc2N1	2	0	2	6	0.1	-7	1	-5

# Continued.
No.	SMILES	ERAP1 HTS inh	PglD inh	RAD54 branch	PGC1a acetyl inh	E-selectin induc	miR122 inh	Cneo AK release	RAD52 inh
61	CCCOc1ccc(C2=CC(=O)C[C@H](c3ccc(OC)cc3)C2)cc1	-1	-1	1	·	-0.2	-6	1	-17
62	C[C@@H]1CN([C@H](C)CO)C(=O)c2cccc(NC(=O)Nc3ccccc3)c2O[C@H]1CN(C)Cc1ccc(C(F)(F)F)cc1	2	3	8	·	-0.1	107*[16.7 µM]	-1	1
63	O=C(NCC[C@@H]1CC[C@H](NC(=O)c2ccc3c(c2)OCO3)[C@H](CO)O1)Nc1ccc(Cl)cc1	0	1	0	-1	-0.6	·	47	3
64	COC(=O)CC(NC(=O)CN1CCN(c2ccc(F)cc2)CC1)c1cccc(F)c1 (configuration not stated)	0	-6	4	0	-0.1	-17	1	-11
65	CN1C(=O)c2cc(NC(=O)c3cccs3)ccc2OC[C@@H]2O[C@H](CC(=O)N3CCCCC3)CC[C@H]21	2	1	3	2	0.0	-18[16.7 µM]	-3	9
66	COc1ccc(OCCN(C)CC(=O)Nc2ccccc2SC)cc1	3	1	9	·	0.5	1	-5	-7
67	Cc1cc(N(C(=O)c2ccco2)C(C(=O)NC2CCCCC2)c2ccccc2)ccc1-n1cnnn1 (configuration not stated)	·	-4	0	-4	·	2	6	·

# A different layout for 2 compounds above.
# Order of values – ERAP1 HTS inh	PglD inh	RAD54 branch	PGC1a acetyl inh	E-selectin induc	miR122 inh	Cneo AK release	RAD52 inh
32	CC(C)(C)c1ccc(S(=O)(=O)N2CCN(c3ccccn3)CC2)cc1
  0	-4	1	3	·	-4	7	-18
33	COc1ccc(CNC(=O)CN(C(=O)c2ccc(CN3CCOCC3)o2)C2CCCC2)cc1
  ·	3	-13	-1	·	-1	8	·
